Screening results from PubChem BioAssay.
TAG inh: reduces triacylglycerol accumulation in H9c2 cells; Nile Red lipid (TAG) fluorescence; cells loaded with 200 µM oleic acid; inhibition, % at 12.5 µM; hit rate 0.66% among 230,000; AID 651582;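 active = pattern-corrected inhibition of lipid staining of at least 50% with the nuclear-stain viability signal not falling by more than 50%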;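 also: 0% = DMSO wells and 100% = triacsin C control wells; some results filed as inactive read as strong as hits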
TAG inh DAPI viability: further read-out of TAG inh, marked with its call; DAPI nuclei signal change (viability), lower = more cytotoxic, %;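 whole-well DAPI fluorescence read on a plate reader as a viability signal; minus 50 percent equals half of cells still viable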
* hit, by the source's call.

The line under a structure holds: TAG inh, TAG inh DAPI viability
O=C(Nn1cc(C(=O)Nc2ccccc2F)c2ccccc2c1=O)c1cnccn1
 : 1, -11
COc1ccc(/C=C/C(=O)N(C)C2(C)CCS(=O)(=O)C2)cc1 (stereo unspecified)
 : -10, 2
Cc1ccc2c(CN3CCN(S(=O)(=O)c4ccccc4C(F)(F)F)CC3)cc(=O)oc2c1C
 : 4, 3
CC(C)OC(=O)CSc1nc2c(cc1C#N)CCCCC2
 : -6, 19
COc1ccc(S(=O)(=O)N(C)C[C@@H]2OCc3cn(nn3)CCCC(=O)N([C@@H](C)CO)C[C@H]2C)cc1
 : -2, 2
O=C(Oc1cccc2cccnc12)c1ccc2c(c1)OCCO2
 : -13, -3
O=C(N/N=C/c1ccc2cccc(OCc3ccccc3)c2n1)c1ccc(Br)cc1
 : 14, 24
O=CNc1cc(-c2ccc(C(=O)NC3CC3)cc2)cn2c(-c3ccc(F)c(Cl)c3)cnc12
 : 23, 1
COc1ccc(/C=N\NC(=O)c2ccccc2F)cc1COc1ccc(F)cc1
 : 13, -13
O=C(COC(=O)CN1C(=O)NC2(CCCC2)C1=O)Nc1ccccc1C(F)(F)F
 : 10, 6
COc1ccc(Cl)cc1C(=O)NNC(=O)c1nn(C)c(=O)c2ccccc12
 : 29, -3
CS(=O)(=O)N1CCN(c2ccc(NC(=O)c3ccc(Br)o3)cc2)CC1
 : 23, -4
Cc1cc(C)c2nc(N3CCCC3)c(C#N)cc2c1
 : 15, 4
Cc1c(C)n2c(SCC(=O)Nc3ccc4c(c3)OCCO4)nnc2[nH]c1=O
 : -8, 7
COc1ccc(-n2c(Cc3cccn3C)nnc2SCC(=O)Nc2ccc(C)cc2)cc1
 : 15, -2
Cc1ccc(NC(=O)CNC(=O)c2ccc(Br)o2)nc1
 : 26, -14
S=C(Nc1cccc2ccccc12)NN1CCCCCC1
 : -12, 4
Cc1cc(C(=O)N/N=C/c2cccc(OC(=O)c3ccco3)c2)n[nH]1
 : 4, -3
Cc1ccc(O)c(C(=O)c2cnc3c(c2)COc2ccccc2-3)c1
 : -13, 1
CN(C)CCN1C(=O)C(=O)/C(=C(/O)c2ccc(OCc3ccccc3)cc2)C1c1ccncc1 (stereo unspecified)
 : 5, -1
CCOC(=O)c1c(NC(=O)Cc2ccccc2)sc2c1CCN(CC)C2
 : 10, -6
COc1ccc(C(=O)NC(C)c2nc3ccccc3n2C)cc1OC (stereo unspecified)
 : 0, 3
O=C(/C=C/c1ccc(S(=O)(=O)N2CCOCC2)cc1)NCCCn1ccnc1
 : 12, -6
O=C(NC(=O)N1CCN(c2cccc(Cl)c2)CC1)c1ccc(Cl)cc1
 : 14, 10
CN(CC(=O)OCC(=O)Nc1ccccc1)S(=O)(=O)c1ccc(Cl)cc1
 : -16, 1
CCOc1ccccc1CN1CCN(C/C=C/c2ccc(OC)cc2)CC1CCO (stereo unspecified)
 : -14, 21
Cn1c(-c2ccccc2)c(C=O)c2ccccc21
 : 9, 13
CCOC(=O)C1CCCN(C(=S)Nc2ccc(OC)cc2)C1 (stereo unspecified)
 : 2, -7
O=C(COC(=O)CCNS(=O)(=O)c1ccccc1)NC(=O)c1ccccc1
 : 0, 3
CCCCc1cc(=O)oc2cc(O)cc(O)c12
 : -4, 28

Structural class: the compounds so far with an NH in an aromatic ring.
The line under a structure holds: TAG inh, TAG inh DAPI viability
Cc1c(C)n2c(SCC(=O)Nc3ccc4c(c3)OCCO4)nnc2[nH]c1=O
 : -8, 7
Cc1cc(C(=O)N/N=C/c2cccc(OC(=O)c3ccco3)c2)n[nH]1
 : 4, -3

The results go on:
The line under a structure holds: TAG inh, TAG inh DAPI viability
Cc1ccccc1OCC(=O)NNC(=O)c1ccoc1C
 : -18, -1
COc1cccc(CNC(=O)CCSCc2ccccc2F)c1
 : 10, 1
COc1ccc(CCN2C(=O)CC(NCc3ccc4c(c3)OCO4)C2=O)cc1OC (stereo unspecified)
 : 15, -9
NC(=O)C1CCN(c2nc(-c3ccc4ccccc4c3)cs2)CC1
 : -9, 5
COc1cc(C(=O)NNC(=O)c2ccc3ccccc3n2)cc(OC)c1OC
 : 14, -8
O=C(NCCCCCCNC(=O)c1ccncc1)c1ccncc1
 : 7, 3
Cc1ccc(/C([O-])=C(/C(=S)NCc2ccccc2)[n+]2cccc(CO)c2)cc1[N+](=O)[O-]
 : -1, 8
COc1cccc(COc2ccc3c(C)c(Cc4ccccc4)c(=O)oc3c2)c1
 : -8, -3
COc1ccc(C2=NOC(C(=O)NCc3ccccn3)C2)cc1 (stereo unspecified)
 : -8, -6
COc1ccccc1N1CC(C(=O)NCC2COc3ccccc3O2)CC1=O (stereo unspecified)
 : -4, -2
Cc1cc(Cl)cc2sc(=S)[nH]c12
 : 11, -4
O=[N+]([O-])c1cc(NS(=O)(=O)c2ccc(Cl)nc2)ccc1Cl
 : 13, 0
CCc1ccc(C2C(C(C)=O)=C(C(=O)OC)Nc3nnnn32)cc1 (stereo unspecified)
 : -18, 8
Cc1ccc(-c2nnc(N3CCN(c4ccccn4)CC3)c3ccccc23)cc1
 : -8, 2
CCSc1nc2c(c(=O)[nH]c(=O)n2C)n1CC(O)COc1ccccc1 (stereo unspecified)
 : 6, -9
CC(C)NC(=O)C1(C)CCCN1C/C=C/c1ccccc1 (stereo unspecified)
 : 3, 9
CC(C)C[C@H]1CNC(=S)N1CC1CCCN1C[C@H](CC(C)C)N1C[C@H](CC(C)C)N(CCc2ccccc2)C1=S (stereo partly specified)
 : 74*, -6.4*
CCOC(=O)Nc1nn(-c2ccc(C)cc2)c(=O)c(C#N)c1C
 : 0, -7
O=C(c1ccco1)N1CCN(Cc2ccc(Cl)cc2)CC1
 : 10, -6
Cc1ccn2c(=O)nc(SCC(=O)Nc3ccc4c(c3)OCO4)nc2c1
 : -7, -3
N#Cc1ccccc1S(=O)(=O)N1CCN(C(=O)C2CCCCC2)CC1
 : 8, -6
Cc1c(NC(=O)c2ccccc2NC(=O)c2ccccc2)cccc1C(=O)O
 : 0, -7
COCOCCn1cc(CN2CCS(=O)(=O)N(Cc3ccc(-c4ccc(Cl)cc4)cc3)C(CC(C)C)C2=O)nn1 (stereo unspecified)
 : 13, 1
CCCCC1C(=O)N(c2ccccc2)N(c2ccc(O)cc2)C1=O (stereo unspecified)
 : 91, -75
COc1ccc(OC)c(CCNC(=O)Cn2cccc2C(=O)c2ccccc2C)c1
 : 18, -14
O=S(=O)(Oc1ccc(Cl)cc1)c1cccc2cccnc12
 : 5, -2
Cc1n[nH]c(C)c1S(=O)(=O)N1CCCC(C(=O)NCC2COc3ccccc3O2)C1 (stereo unspecified)
 : -6, 2
CCO[C@H]1OC(C(=O)NCc2ccccc2)=C[C@@H](c2ccc(C(F)(F)F)cc2)[C@@H]1CCCO
 : -1, 1
COc1ccc2oc(C(=O)Nc3nc4ccc(S(C)(=O)=O)cc4s3)c(C)c2c1
 : 15, 49
COc1cc2c(cc1O)[C@@H]1Cc3cc(OC)c(OC)cc3C(C2)N1C
 : 0, 3

The list continues:
The line under a structure holds: TAG inh, TAG inh DAPI viability
COC(=O)c1cc(NC(=O)CC2SC(=Nc3ccccc3)N(CCc3c[nH]c4ccccc34)C2=O)cc(C(=O)OC)c1 (stereo unspecified)
 : 21, -10
COc1ccc(C(=O)Nc2c(N)nc(SCC(=O)N3CCCCCC3)[nH]c2=O)cc1OC
 : 1, 3
Cc1noc(C)c1COC(=O)CCc1nc2ccccc2s1
 : -24, 2
O=C(NCC1(N2CCCCC2)CCCCC1)c1ccc(NS(=O)(=O)c2ccccc2)cc1
 : 3, 7
CC(=O)Cn1c(CN2CCCCC2)nc2ccccc2c1=O
 : -4, -8
Cc1ccc(-n2c(SCC(=O)N3CCOCC3)nc(O)cc2=O)cc1
 : 9, 3
Cc1ccc(SCCC(=O)Nc2nccs2)cc1
 : -9, 0
CCN(C(=O)COC(=O)c1ccco1)c1c(N)n(Cc2ccccc2)c(=O)[nH]c1=O
 : 1, -2
COc1ccc(C(=O)/C=C/C(=O)N(CC(=O)NCCC(C)C)Cc2cccs2)c(O)c1
 : 9, -11
CCOC(=O)CN1C(=O)S/C(=C/c2ccco2)C1=O
 : -1, 1
C=CCOc1ccc(Br)cc1CNC(C)(C)C
 : 8, -3
Cc1ccc(N(CC(=O)NC2CCC(C)CC2)S(=O)(=O)c2cccnc2)cc1 (stereo unspecified)
 : -4, -1
COc1ccc(CCNC(=O)C2CC(=O)N(CCc3ccc(C)cc3)C2)cc1OC (stereo unspecified)
 : 8, -4
Cc1cccc(C(=O)N[C@H](C(=O)Nc2ccc(C)c(S(=O)(=O)N3CCOCC3)c2)C(C)C)c1
 : 6, -10
O=C(NCc1ccccn1)C1CCCN(S(=O)(=O)c2ccc(Br)cc2)C1 (stereo unspecified)
 : 1, -3
COc1ccc(/C=C2/N=C(c3cccs3)OC2=O)cc1OC(C)C
 : 1, -6
Cc1cc(NC(=O)CSc2nnc(C)c(=O)n2N)no1
 : -3, 4
CN(Cc1ccccc1)C(=O)CN1CCN(S(=O)(=O)c2ccccc2F)CC1
 : -7, -5
COc1ccc(-n2c(SCC(=O)N3CCOCC3)nc3ccccc3c2=O)cc1
 : -8, 6
CC(NC(=S)NC(=O)c1cccs1)c1ccccc1 (stereo unspecified)
 : 1, -2
Cc1ccc(/C=N\NC(=O)CNC(=O)C23CC4CC(CC(C4)C2)C3)o1
 : -7, -2
CC(=O)c1cc(C#N)c(N2CCCC2)nc1C
 : -7, -2
O=C(O)c1ccc(-n2ncc3c2/C(=C/c2cccc([N+](=O)[O-])c2)CC3)cc1
 : -7, 10
Cc1cc(NC(=O)CSCC(=O)OCc2nnc(-c3ccc(F)cc3)o2)no1
 : -13, -5
Cc1sc(NC(=O)c2ccco2)c(CN2CCCCC2)c1C
 : -17, 5
O=C(NNC(=O)c1cc(O)c(O)c(O)c1)NC1CCCCC1
 : -3, -2
CC1(C(=O)NCc2ccc3c(c2)OCO3)CCN1C(=O)CCc1ccc(Cl)cc1Cl (stereo unspecified)
 : 3, 10
COCCn1cnc2c1c(=O)n(CC(=O)c1ccc3c(c1)OCCO3)c(=O)n2Cc1ccccc1
 : 0, 4
COc1ccc(C)cc1NC(=O)CN(c1ccccc1F)S(C)(=O)=O
 : -8, 7
COC(=O)c1ccc(N2C(=O)CC(N(C)Cc3ccccc3)C2=O)cc1 (stereo unspecified)
 : 1, 2

Record cards, from the list above. Order of values: TAG inh	TAG inh DAPI viability
Listed for `Cc1cc(NC(=O)CSCC(=O)OCc2nnc(-c3ccc(F)cc3)o2)no1` : -13	-5
Listed for `Cc1sc(NC(=O)c2ccco2)c(CN2CCCCC2)c1C` : -17	5

The main list resumes, repeating the 4 entries before the break.
The line under a structure holds: TAG inh, TAG inh DAPI viability
CC1(C(=O)NCc2ccc3c(c2)OCO3)CCN1C(=O)CCc1ccc(Cl)cc1Cl (stereo unspecified)
 : 3, 10
COCCn1cnc2c1c(=O)n(CC(=O)c1ccc3c(c1)OCCO3)c(=O)n2Cc1ccccc1
 : 0, 4
COc1ccc(C)cc1NC(=O)CN(c1ccccc1F)S(C)(=O)=O
 : -8, 7
COC(=O)c1ccc(N2C(=O)CC(N(C)Cc3ccccc3)C2=O)cc1 (stereo unspecified)
 : 1, 2
CCCCn1c(N)c(N(CCOC)C(=O)COC(=O)C(C)Oc2ccc(Cl)cc2)c(=O)[nH]c1=O (stereo unspecified)
 : 5, 2
CN(Cc1cn(C)nc1-c1ccccc1F)CC1CCN(Cc2ccccc2)CC1
 : 4, 6
CCN(C(=O)COC(=O)CCOc1cc(C)ccc1C)c1c(N)n(Cc2ccccc2)c(=O)[nH]c1=O
 : -4, -3
CC[C@@]1(c2ccccc2OC)ON(c2ccccc2C(F)(F)F)C1=O
 : -8, -13
COCCNc1ncnc2c1ncn2[C@H]1CN(CCN2CCOCC2)C[C@@H](CO)O1
 : 1, -1
O=S(=O)(/N=C(/Nc1cc(N2CCOCC2)ncn1)c1ccc(F)cc1)c1ccccc1
 : 4, 5
C(=C\c1nc(-c2ccncc2)no1)/c1ccccc1
 : 2, 11
CCOC(=O)C(CCCP(=O)(c1ccccc1)c1ccccc1)(NC(C)=O)C(=O)OCC
 : -2, -5
COc1cc(C2C(C(=O)c3ccco3)=C(O)C(=O)N2c2cc(C)on2)cc(Br)c1O (stereo unspecified)
 : 6, 10
CC(C)(C)OC(=O)N1CCN(c2ccc(CNC(=O)c3ccc(Cl)cc3)cc2)CC1
 : -25, 21
CCOCCn1c(CCCO)nc2ccccc21
 : -4, -1
COc1cccc(CN(C)C(=O)Cn2cc(C)c(=O)[nH]c2=O)c1
 : -3, -1
COC(=O)c1ccc(NC(=O)C2CC(=O)N(c3cc(C)ccc3C)C2)cc1 (stereo unspecified)
 : 2, 2
CCn1c(C)cc(/C=C2\NC(=O)N(CC(=O)Nc3ccc(F)cc3)C2=O)c1C
 : -15, -3
O=C(CCCNS(=O)(=O)c1cccc2nsnc12)NCc1ccccc1
 : 7, -16
COc1cc(N/C(=N/S(=O)(=O)c2ccccc2)c2ccccc2)ncn1
 : 7, -16
Oc1ccccc1-c1nc(NCC2CCCO2)c2ccccc2n1 (stereo unspecified)
 : 16, 12
Cc1c(C(=O)N(CCc2ccccc2)Cc2ccccc2)cccc1[N+](=O)[O-]
 : -15, -14
Cn1c(SCC#N)nnc1-c1cnccn1
 : -5, 9
CN(CC(=O)Nc1ccccc1Cl)CC(=O)Nc1sc2c(c1C(N)=O)CCC2
 : 4, -2
CC(OC(=O)c1cnc(Cl)c(Cl)c1)C(=O)NCc1ccccc1 (stereo unspecified)
 : 2, 2
CCCCC(=O)NC(c1ccccc1Cl)c1ccc2cccnc2c1O (stereo unspecified)
 : 76, -60
COc1ccccc1C1c2c(C)nn(-c3ccccc3)c2NC(=O)C1NC(=O)c1ccccc1 (stereo unspecified)
 : 6, -5
O=C(Nc1ccc(S(=O)(=O)Nc2cnc3ccccc3n2)cc1)c1ccc(Cl)c([N+](=O)[O-])c1
 : 17, -12
COc1ccc(S(=O)(=O)N2CCN(C)CC2)cc1C(=O)N1CCCCC1
 : 7, 2
CC1CC(C)CN(C(=O)Cn2c(-c3nonc3N)nc3ccccc32)C1 (stereo unspecified)
 : -16, 9

These rows are one share of the data (hit frequency here may not be typical).
